# Source: PubChem
# Scp1 inh = blocks human Scp-1 phosphatase activity. Recombinant Scp1, phosphopeptide, malachite green phosphate absorbance. inhibition, % at 20 µM. 0.88% of 340,000 active;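 active = inhibition above about 50% at 20 µM, limit read from the data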;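 note: plate controls were DMSO wells with enzyme for no effect and wells lacking enzyme for full effect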
# Target sequence (Q9GZU7 76-261 limits assumed): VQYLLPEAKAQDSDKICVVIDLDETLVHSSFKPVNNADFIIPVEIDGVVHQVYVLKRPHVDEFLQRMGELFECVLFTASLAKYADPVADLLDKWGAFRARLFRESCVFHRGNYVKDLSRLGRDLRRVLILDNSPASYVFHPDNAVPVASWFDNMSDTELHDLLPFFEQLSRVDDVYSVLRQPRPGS
#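 Test system: SCP-1 catalytic domain; Buffer or medium: Acidic Tris acetate buffer with magnesium and detergent; Also added: Phosphorylated 17-residue peptide substrate; Compound: single 20 µM dose, 1% DMSO; Schedule: enzyme reaction 45 min at room temperature, colour 5 min, stabilisation 30 min; Signal: Phosphate-binding colour reagent, absorbance read at 630 nm.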
# MsrA inhibitor = bovine MsrA inhibition. purified bovine MsrA, absorbance read-out. inhibition, % at 15.5 µM. 0.75% of 360,000 active. AID 651718; in the data active = inhibition above about 4.5%;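 note: 0% = vehicle wells with enzyme and 100% = reference inhibitor wells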
# NRP1-CendR mod = NRP-1/CendR interaction modulation. 0.85% of 360,000 active. inhibition, % at 25 µM. FAM-RPARPAR peptide binding to NRP-1, fluorescence polarization. O14786;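 active = inhibition or corrected inhibition above about 18%, plus a signal ratio from 0.5 to 1.5, limit read from the data, passing the limit was not always enough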; note: strong numbers were not always called active
# E coli Lon inh = inhibits E. coli Lon protease | P0A9M0 | AID 602123 | 0.42% of 360,000 active | inhibition, % at 7.94 µM | purified E. coli Lon protease, fluorescence polarization; in the data active = inhibition above about 13%, passing the limit was not always enough;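 note: 0% = enzyme with probe and DMSO and 100% = no enzyme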
# bovine MsrA act = bovine methionine sulfoxide reductase A activation; purified bovine MsrA, absorbance read-out; activation, % at 10.6 µM; 0.3% of 360,000 active; in the data active = activation above about 7.5%;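 note: 0% = vehicle and 100% = reference activator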
# STEP inh = STEP (human) phosphatase inhibition. P54829. recombinant STEP, OMFP fluorogenic substrate, fluorescence. inhibition, % at 20 µM. 0.25% of 360,000 active;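 active = inhibition at 20 µM, scaled per plate between control wells, above about 37%, limit read from the data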;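 note: 0% = DMSO with enzyme and substrate and 100% = substrate only without enzyme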
# Target sequence (P54829 whole entry, looked up): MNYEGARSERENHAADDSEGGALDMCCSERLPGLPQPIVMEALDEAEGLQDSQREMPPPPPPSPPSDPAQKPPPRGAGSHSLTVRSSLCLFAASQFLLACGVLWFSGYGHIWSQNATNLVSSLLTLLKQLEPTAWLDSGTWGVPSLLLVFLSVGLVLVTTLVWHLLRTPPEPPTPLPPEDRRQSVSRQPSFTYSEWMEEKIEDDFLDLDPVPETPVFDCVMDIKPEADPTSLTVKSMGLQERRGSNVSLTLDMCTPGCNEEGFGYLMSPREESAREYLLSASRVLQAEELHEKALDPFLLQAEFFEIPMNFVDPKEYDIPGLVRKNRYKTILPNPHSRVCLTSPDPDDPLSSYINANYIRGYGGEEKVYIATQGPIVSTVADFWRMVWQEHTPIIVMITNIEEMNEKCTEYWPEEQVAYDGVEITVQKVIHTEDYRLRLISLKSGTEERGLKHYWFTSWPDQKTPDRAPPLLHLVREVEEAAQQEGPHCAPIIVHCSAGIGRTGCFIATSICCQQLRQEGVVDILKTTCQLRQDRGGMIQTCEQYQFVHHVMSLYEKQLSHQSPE
#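 Material: STEP (striatal-enriched tyrosine phosphatase) enzyme, cell-free; Compound dosing: 20 µM single dose in 1% DMSO; Technique: fluorescence read at 480 nm ex / 540 nm em; Times: reaction 20 min, ambient temperature; Medium: 50 mM Bis-Tris pH 6.0 with 2.5 mM DTT and 0.005% Tween 20; Also added: OMFP at 25 µM.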
# Tb MetRS inh = blocks T. brucei methionyl-tRNA synthetase activity; purified T. brucei MetRS, ATP depletion, Kinase-Glo luminescence; inhibition, % at 11.9 µM; 0.4% of 360,000 active; AID 624268;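 active = inhibition above a per-plate cutoff of the control wells' mean inhibition plus 3 SD, cut at about 5.5% in these data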;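 note: 0% = DMSO wells median and 100% = median of wells with control inhibitor compound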
#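 Material: parasite MetRS enzyme / Replication: singlicate, one well per compound / Signal: luminescence of leftover ATP / Schedule: 2 h aminoacylation at 25 °C after 15 min preincubation / Medium: HEPES-MgCl2-KCl buffer plus DTT, spermine, BSA, pyrophosphatase / Doses: 11.9 µM single point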
# DNMT1 block = DNMT1 (human) enzyme inhibition; P26358; DNMT1 molecular beacon, Hinp1I cleavage, fluorescence; inhibition (reported as % activation of signal), % at 10 µM; 0.83% of 360,000 active; AID 588458; in the data active = inhibition above about 50%
# SUMO1-SIM PPI = modulators of human SUMO1-mediated protein-protein interactions. P63165. SUMO1 binding to a labelled peptide, TR-FRET, 1 h. inhibition, % at 20 µM. 0.33% of 360,000 active. AID 602429; in the data active = inhibition above about 37%
# Target sequence (P63165 whole entry, looked up): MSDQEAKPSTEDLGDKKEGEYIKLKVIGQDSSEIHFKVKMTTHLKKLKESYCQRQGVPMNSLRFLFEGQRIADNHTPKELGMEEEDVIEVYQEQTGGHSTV
# LMPTP block = LMPTP (human) inhibition; 0.22% of 360,000 active; recombinant LMPTP-A, OMFP fluorogenic substrate, fluorescence intensity; inhibition, % at 20 µM; P24666;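 active = compounds that cut the enzyme signal by at least half of the control window in the single-dose screen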;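 note: plate controls were DMSO wells with enzyme plus substrate for no effect and substrate without enzyme for full effect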
# Target sequence (P24666 whole entry, looked up): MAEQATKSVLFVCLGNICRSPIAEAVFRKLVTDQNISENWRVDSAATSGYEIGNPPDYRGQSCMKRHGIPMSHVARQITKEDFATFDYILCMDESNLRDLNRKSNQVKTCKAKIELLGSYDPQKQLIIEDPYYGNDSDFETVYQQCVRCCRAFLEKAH
#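 Test system – LMPTP-A phosphatase enzyme · Quantity – 0.625 nM LMPTP-A final · Reagent – OMFP substrate, 400 µM final · Dosing – one test concentration per compound, 20 µM, with 3% DMSO overall · Timing – 50 min enzyme reaction at room temperature, protected from light · Detection – fluorescence intensity · Controls – substrate-only low control, DMSO enzyme-plus-substrate high control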
# * marks the source's active call; other numbers are inactive results; nt = not tested or not shown.
SMILES	Tb MetRS inh	DNMT1 block	bovine MsrA act	STEP inh	SUMO1-SIM PPI	Scp1 inh	NRP1-CendR mod	LMPTP block	MsrA inhibitor	E coli Lon inh
CN(C(=O)c1cccc(NC(=O)Cc2ccc([N+](=O)[O-])cc2)c1)C1CCCC1	-0.3	3.1	-2.2	-2.3	-20.8	40.6	9.0	0.0	-0.9	15.1
CCN(C(=O)CN1CCN(c2ccc(O)cc2)CC1)c1c(N)n(Cc2ccccc2)c(=O)[nH]c1=O	-0.8	-1.2	-10.1	-1.8	2.5	3.4	3.2	5.7	0.0	4.6
COc1cc([N+](=O)[O-])ccc1NC(=O)COC(=O)C=C(C)C	-1.9	7.0	-10.9	-2.6	-22.8	0.4	8.2	-1.0	2.5	-10.1
O=C(/C=N/O)NCCCn1ccnc1	0.0	2.5	-1.5	-7.8	1.4	-6.2	1.8	-8.6	1.2	0.3
CCOc1cc(Br)ccc1S(=O)(=O)N1CCC(C(N)=O)CC1	-0.5	-2.1	-4.2	-4.0	-2.9	-3.1	-4.3	-0.9	-0.3	-12.0
O=C(NCCCN1CCOCC1)c1cc(S(=O)(=O)N2CCOCC2)c(Cl)cc1Cl	-0.4	2.7	-2.4	-1.3	-2.4	-0.2	9.1	-2.3	-0.6	0.5
N#C/C(=C(/O)CCl)c1nnc2n1CCCCC2	-1.0	-0.1	-7.7	-2.7	1.3	8.3	-7.9	-2.4	-0.4	5.6
Cc1cccc(C)c1N1CCN(C(=O)N2CCOCC2)CC1	-0.6	-1.2	-0.8	2.6	-1.5	1.4	-1.0	-1.3	0.8	2.7
COc1ccccc1-c1cccc(-c2nc(C(=O)Nc3nccs3)cc3c2[C@H](CCO)N(C(C)=O)C3)c1	-0.3	nt	-3.7	nt	-0.4	nt	-2.9	2.4	0.2	-9.8
Cc1ccc(C)c(NC(=O)CCC(=O)N/N=C/c2cc([N+](=O)[O-])ccc2O)c1	-2.0	2.9	-10.6	-1.0	-13.8	40.0	-0.6	0.6	2.7	-2.5
O=C(CSc1nccn1-c1ncc(C(F)(F)F)cc1Cl)c1ccc(Cl)cc1	0.3	0.9	1.0	-0.9	-0.4	-15.4	1.3	0.4	1.1	5.6
Cc1cc2cc3c(cc2nc1SCC(=O)N1c2ccccc2CC1C)OCO3 (stereo not drawn)	-1.4	-5.7	-5.2	7.0	-4.2	5.4	-4.3	3.4	0.5	-3.5
COc1ccc(OC)c(NC(=O)CN(c2ccc(OC)c(Cl)c2)S(C)(=O)=O)c1	0.5	-2.7	-0.3	-1.5	0.4	-7.7	7.0	-0.5	0.2	-0.4
O=C(NCCc1csc(-c2cccnc2)n1)c1c(F)cccc1F	-0.8	-2.2	-1.9	-3.9	-3.4	-4.3	-7.9	-0.4	0.0	0.4
Cc1noc(NS(=O)(=O)c2ccc(NC(=O)C34CC5CC(C3)CC(n3cnc(Cl)n3)(C5)C4)cc2)c1C	0.6	0.8	-3.0	1.5	2.7	-9.7	-2.1	-2.4	0.8	-3.4
COC(=O)c1ccc(OCC(O)CNCC(c2ccc(OC)cc2)N(C)C)c(OC)c1 (stereo not drawn)	0.3	0.3	-2.9	-0.6	7.3	-2.0	7.6	-3.4	2.1	-1.8
CN(C)c1nc(Cl)nc2c1nc(Cl)n2C1CCCCO1 (stereo not drawn)	-0.1	2.5	-1.5	-2.9	5.6	-7.6	-2.3	-1.9	-0.7	-6.2
COc1ccc(N(CC(=O)Nc2ccc3c(c2)OCCO3)S(=O)(=O)c2c(C)noc2C)cc1	-0.4	-8.1	2.4	3.2	-3.6	-7.3	4.0	0.5	-0.6	-8.7
CCCc1cc(=O)n2[nH]c(Cc3ccccc3)nc2n1	-0.6	-0.2	-3.3	-4.2	-0.2	-11.2	3.0	-1.0	0.1	1.6
COCc1cc(C)nc(OC)c1C(N)=O	-0.7	5.8	-13.0	-4.1	0.0	-6.5	-1.3	-1.8	-1.0	-0.6
O=C(c1cn(-c2ccccc2)nc1-c1cc2ccccc2oc1=O)N1CCOCC1	-1.1	3.7	-0.1	-1.2	-14.6	-4.2	-1.4	-0.6	3.5	3.1
CC(c1ccc(F)cc1)n1cc(C(=O)NCc2ccccn2)nn1 (stereo not drawn)	-0.3	0.6	-3.1	1.3	-0.6	1.0	1.7	-2.6	-0.2	2.5
COc1ccc(O/C(=N\S(=O)(=O)c2ccccc2)c2ccccc2)cc1	-1.0	9.3	-14.2	-4.7	-0.5	0.4	20.1	-2.4	0.8	-11.2
CCOc1ccccc1NC(=O)c1ccc(F)c(S(=O)(=O)N2CCC3(CC2)OCCO3)c1	-1.2	-2.3	-6.3	-3.3	3.5	-9.7	1.2	-0.6	-0.5	-9.8
O=C(Nc1ccc2c(c1)OCO2)c1csc(COCCO)n1	0.0	-1.5	-2.1	-1.7	2.1	nt	-13.7	-2.0	nt	-4.0
CCN(C(=O)C(C)Sc1nnc(-c2ccncc2)n1C)C1CCCCC1 (stereo not drawn)	-0.2	5.5	-2.1	-2.4	5.5	-3.9	-4.1	-0.6	0.1	-2.4
Cc1cc(Cl)ccc1NNC(=O)c1c(C)noc1C	2.2	0.4	-2.9	-1.3	7.2	-10.8	-6.7	-1.0	-0.6	4.3
CCCCOc1ccccc1/C=N/NC(=O)CC#N	-0.3	-7.4	-2.1	0.1	1.4	-12.9	16.3	1.8	3.0	0.0
COC(=O)Cc1cc(=O)n(-c2nc3ccccc3[nH]2)[nH]1	-0.8	9.6	-8.5	2.5	7.6	14.1	-3.4	-0.6	-0.5	-1.7
COc1ccc(COC(=O)CCN=C2NS(=O)(=O)c3ccccc32)cc1F	-0.1	-0.4	-2.0	-1.8	9.9	-11.4	-4.5	-1.1	-0.1	1.7
COC(=O)COc1ccc(-c2nn(C)c(=O)c3ccccc23)cc1	0.1	2.1	1.0	6.0	-4.5	-4.8	-6.7	-0.5	0.8	-9.5
CC(=O)C1C(c2ccccc2OC(F)F)NC(=O)NC1(O)C(F)(F)F (stereo not drawn)	-1.4	4.5	-9.1	0.9	-4.8	0.2	-2.5	-1.1	0.1	-5.7
CCCCCCCC(=O)NNC(=O)Cc1ccccc1	-0.1	3.4	-0.6	-3.1	1.0	2.3	-8.6	-2.4	nt	2.9
COc1ccccc1N1CCN(CC(=O)c2c(C)n(C)c3ccccc23)CC1	-1.3	-2.3	-10.0	-1.5	-3.7	1.9	6.8	0.2	-1.7	5.6
CC(C)C[C@H]1CNC(=O)C(=O)N1CC1CCN(CCc2ccccc2)CC1	-0.6	-5.9	-1.0	0.6	0.1	nt	14.9	-1.2	-1.3	-4.8
O=C(NNC(=O)c1cc(-c2ccncc2)nc2ccccc12)c1ccccc1O	-0.4	0.7	-6.7	0.1	-9.0	-5.8	-20.8	1.4	-0.3	-0.5
CCN(CC(=O)NCc1cccs1)C(=O)Cc1ccc(C)c(C)c1	-0.6	3.6	-4.9	-1.7	-0.9	-2.5	1.9	-0.7	-0.9	-1.0
Cc1oc(-c2ccc(Cl)cc2)nc1CN1CCC(C(=O)NCCCN2CCOCC2)CC1	-0.5	1.6	2.6	-0.5	-0.3	-5.8	-2.0	-0.9	0.7	0.9
Cc1ccc(S(=O)(=O)N2CCC(=O)N(C(COCc3ccccc3)C(C)C)CC2)cc1 (stereo not drawn)	-0.2	2.7	-2.4	-3.4	4.7	-4.9	0.9	-0.5	-1.1	-7.5
CCN(CC)CCn1c2c(c(SCC(=O)Nc3ccc(C(C)C)cc3)nc1=O)CCC2	-0.3	-1.5	-1.1	3.3	1.9	-1.1	6.7	0.4	0.6	-8.0
Cc1cc(C)cc(NC(=O)CCC(=O)N2CCSc3ccccc32)c1	-0.3	0.0	1.2	0.6	3.4	3.4	0.8	1.5	0.5	-2.4
Cc1ccc2nc(-c3ccc(N4C(=O)CC(N5CCN(CCO)CC5)C4=O)cc3)sc2c1 (stereo not drawn)	0.3	-4.7	3.9	0.7	-12.4	-11.7	0.1	-6.2	0.3	-7.5
O=C(CNC(=O)c1ccco1)NNC(=O)c1n[nH]c(=O)c2ccccc12	0.6	-1.9	-2.1	1.2	-1.5	-6.7	-5.5	0.5	0.2	-3.9
O=C(CCS(=O)(=O)c1ccccc1)N1CCN(c2ccccc2F)CC1	-0.4	0.2	-3.4	1.6	1.9	-7.2	13.3	0.3	-1.1	9.3
CCOc1ccccc1C(=O)NCC(=O)NNC(=O)c1csc(N2CCOCC2)n1	0.1	-1.8	-2.3	-3.1	2.5	nt	0.0	0.0	0.8	9.4
CCCCn1c2c(c(=N)c3ccccc31)CCC2	-0.3	2.8	-2.3	-5.0	1.1	36.5	14.0	-0.8	-0.3	-5.6
CO/N=C(/CS(=O)c1ccc(Br)cc1)c1ccc(OC)cc1 (stereo not drawn)	-2.1	5.4	-11.1	0.9	-3.6	-2.0	1.1	-1.1	-1.4	2.4
C=CCn1c(-c2ccccn2)n[nH]c1=S	-0.4	2.8	1.1	1.7	7.7	nt	13.7	-1.4	-0.8	8.7
O=C(Nc1nnc(-c2ccncc2)o1)C1CCCCC1	0.4	7.4	-2.3	2.9	3.1	-5.7	2.5	-1.0	2.9	0.7
CC(C)(C)C1CCC(OCC(O)CN2CCN(Cc3ccccc3)CC2)CC1 (stereo not drawn)	-0.9	-2.1	-1.9	-0.5	-1.0	-6.3	-2.8	-1.1	0.2	-0.2
CC(C)C[C@H]1CN(CCCC[C@H]2CNC(=O)C(=O)N2Cc2ccccc2)C(=O)C(=O)N1CCc1ccccc1	-0.7	nt	-2.2	nt	7.8	nt	10.2	-1.8	0.1	-4.1
CCCNC(=O)C12CCC(C)(c3nc4cc(C)c(C)cc4nc31)C2(C)C (stereo not drawn)	0.1	4.0	-2.1	4.5	-4.1	-3.5	-9.1	0.4	2.8	-2.6
Cc1ccc(-n2c(C)cc3c2CCCC3=O)cc1	-0.3	-2.1	-3.0	0.6	-2.7	-3.0	7.5	0.9	0.6	4.7

# Part of the list above, limited to Tb MetRS inh:
compound | Tb MetRS inh
O=C(CCS(=O)(=O)c1ccccc1)N1CCN(c2ccccc2F)CC1 | -0.4
CCOc1ccccc1C(=O)NCC(=O)NNC(=O)c1csc(N2CCOCC2)n1 | 0.1
